# Screens from PubChem BioAssay.
# D1 ag – agonists of human D1 dopamine receptor | P21728 | HEK293 T-REx D1 cells, calcium flux, agonist mode | activation, % at 2 µM | 360,000 compounds, 1% hits; further: 0% is about no effect
# Target sequence (P21728 whole entry, looked up): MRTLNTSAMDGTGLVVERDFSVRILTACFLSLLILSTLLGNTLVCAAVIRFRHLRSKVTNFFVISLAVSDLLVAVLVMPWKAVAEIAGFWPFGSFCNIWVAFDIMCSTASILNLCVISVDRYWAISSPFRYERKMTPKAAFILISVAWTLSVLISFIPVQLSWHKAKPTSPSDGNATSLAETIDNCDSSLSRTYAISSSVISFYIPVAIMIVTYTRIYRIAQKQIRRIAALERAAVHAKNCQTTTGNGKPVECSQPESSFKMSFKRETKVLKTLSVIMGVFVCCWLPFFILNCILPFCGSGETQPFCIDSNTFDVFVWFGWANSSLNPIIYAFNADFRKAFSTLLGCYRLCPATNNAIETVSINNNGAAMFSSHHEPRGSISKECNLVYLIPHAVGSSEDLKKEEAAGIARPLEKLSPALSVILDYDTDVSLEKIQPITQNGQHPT
#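 Agonism was scored from calcium flux recorded over 180 s (1 read/s) after pintool compound addition, following a 10-cycle baseline. Cells were inducible force-coupled HEK293 TREx D1, plated overnight at 30 C and loaded with no-wash calcium dye.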
# D2 antagonist – antagonizes the human D2 dopamine receptor; inhibition, % at 10 µM; 340,000 compounds, 2% hits; HEK293 TREx D2 cells, calcium flux, dopamine EC80; P14416; in the data active means inhibition above about 30%; further: 0% is about no effect
# Target sequence (P14416 whole entry, looked up): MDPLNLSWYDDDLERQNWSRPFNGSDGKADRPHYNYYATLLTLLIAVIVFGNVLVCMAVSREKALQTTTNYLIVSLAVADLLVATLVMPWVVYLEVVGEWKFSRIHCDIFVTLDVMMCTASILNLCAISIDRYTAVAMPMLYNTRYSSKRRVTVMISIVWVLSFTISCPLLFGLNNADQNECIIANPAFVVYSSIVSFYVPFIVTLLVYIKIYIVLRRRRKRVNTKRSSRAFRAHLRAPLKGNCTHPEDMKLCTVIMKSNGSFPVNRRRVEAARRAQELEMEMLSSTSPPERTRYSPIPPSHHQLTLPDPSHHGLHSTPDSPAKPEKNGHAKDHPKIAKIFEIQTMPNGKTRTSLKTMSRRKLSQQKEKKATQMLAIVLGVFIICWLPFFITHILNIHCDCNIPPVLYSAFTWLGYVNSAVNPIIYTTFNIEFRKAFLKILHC
#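 Tetracycline-induced HEK293 T-REx cells expressing D2 force-coupled to calcium signalling were dye-loaded, exposed to compound for 180 s, then challenged with an EC80 of dopamine; calcium flux was followed kinetically for a further 180 s.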
# D1 antag – antagonists of human D1 dopamine receptor; AID 504652; HEK293 TREx D1 cells, calcium flux, dopamine EC80; active compounds read low; 360,000 compounds, 3.2% hits; activity change, negative = inhibition, % at 10 µM; P21728; in the data active means activity change below about -30%; further: on the % scale 0 is the no-effect control and ±100 the full control effect
#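 Kinetic fluorescence of a calcium dye serves as the read-out. D1-expressing Hek293 Trex cells, induced overnight at 30 C, are exposed to compound for 180 s before an EC80 dopamine addition, then read 180 s further.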
# D1 potentiator – enhances dopamine response at the human D1 receptor. P21728. HEK293 TREx D1 cells, calcium flux, dopamine EC20 potentiation. potentiation, % at 10 µM. 360,000 compounds, 0.036% hits. AID 504651; in the data active means potentiation above about 30%; further: 0% is about no effect
# D2 potentiator – positive allosteric modulators of human D2 dopamine receptor | potentiation, % at 10 µM | AID 485347 | HEK293 T-REx D2, calcium flux, EC20 dopamine potentiation | 340,000 compounds, 0.34% hits;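 active means potentiation over 3 SD above the plate norm, cut at about 30% in these data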; further: 0% is about no effect
#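 Calcium flux readout, no-wash dye, 1 read/s. Inducible HEK293 Trex D2 line, overnight 30 C. Compound alone 180 s (agonist flags), then EC20 dopamine, another 180 s to score potentiation.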
# D2 agonist – agonists of human D2 dopamine receptor. HEK293 T-REx D2 cells, calcium flux agonist mode. activation, % at 2 µM. 340,000 compounds, 0.53% hits. AID 485358;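 active means activation over 3 SD above normal in the single-dose calcium agonist read, cut at about 30% in these data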; further: 0% is about no effect
#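 Tetracycline-induced HEK293 T-REx cells with force-coupled D2 receptor, plated overnight at 30 C, loaded with no-wash calcium dye. After a 10 s baseline, compound was pin-added and calcium flux read kinetically for 180 s; calcium rises flagged agonists.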
# RXFP1 antagonist – RXFP1 (human) relaxin receptor antagonism; HEK293-RXFP1, relaxin-stimulated cAMP HTRF, 30 min; active compounds read low; Q9HBX9; 350,000 compounds, 0.59% hits; AID 1259400; activity change, negative = inhibition, % at 57.5 µM;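 active means activity change of -60% or lower, but not beyond a set lower limit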; further: on the % scale 0 is the no-effect control and ±100 the full control effect
# TRHR enhancer – allosterically enhances the human TRH receptor; TRHR cells, fluo-8 calcium fluorescence, EC20 TRH enhancement; 360,000 compounds, 0.66% hits; enhancement, % at 2 µM; in the data active means enhancement above about 30%; further: 0% is about no effect
#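 Enhancer read-out: after compound pinning and an initial kinetic agonist-mode read, an EC20 of TRH (10 nM final) was injected and fluo-8 calcium signal (Ex 480/Em 530) followed at 1 s/cycle for 100 cycles in TRHR-expressing cells.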
# TRHR ag – agonists of human TRH receptor. 360,000 compounds, 0.18% hits. AID 493084. TRHR cells, calcium flux fluo-8, FDSS agonist mode. P34981. activation, % at 2 µM; further: 0% is about no effect
#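 Steps: seed TRHR cells overnight; add fluo-8 no-wash Ca dye, RT 30 min–1.5 h; record 10 s baseline; pin-transfer compounds; monitor fluorescence 1 cycle/s for the agonist window. Calcium increases flag candidate agonists.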
# * hit, by the source's call; · = not tested or not shown; & = joins results of further samples. Unless noted, no stated cut-off is given here; in the data, active means activation above about 30%; inactive means the rest.
SMILES,D1 ag,D2 antagonist,D1 antag,D1 potentiator,D2 potentiator,D2 agonist,RXFP1 antagonist,TRHR enhancer,TRHR ag
CC(C)CNC(=O)C(=O)Nc1ccc(N(C)C)cc1,2,3,2,-8,6,0.2,-3,3,0.1
COc1ccc(N2CCN(C(=O)CSc3ncn[nH]3)CC2)cc1,0,-9,2,-6,27,-0.3,-20,-4,-0.3
Cc1cc(C(=O)COC(=O)C2COc3ccccc3O2)c(C)n1CC1CCCO1 (stereo not drawn),-2,6,-13,1,21,0.8,4,-1,-0.3
NC(=O)C1CCN(C(=O)c2cc3ccccc3cc2O)CC1,1,8,-9,-3,-5,0.5,-1,-2,-1.5
CSc1ccc(/C=N/NC(=O)CN2CCN(Cc3ccccc3)CC2)cc1,1,10,-1,-3,-1,-0.5,-2,3,-1.3
CCOC(=O)/C(=C\Nc1ccccc1C(F)(F)F)Sc1ncc(C(F)(F)F)cc1Cl,-1,5,25,9,-12,1.8,-4,-2,1.6
CCOC(=O)c1c(S(=O)(=O)NCC(=O)NCc2ccc(C)cc2)c(C)n(C)c1C,2&0,1,-3&-11,-1&-3,0&3,0.2&0.1,-5&-6,-4&12,-0.4&-0.5
COc1ccc(S(=O)(=O)N2CCCCCC2)cc1C(=O)OCC(=O)NC(C)(C)C,2,6,5,-5,-2,1.4,-8,-3,1.9
CCC(SC1=NCCS1)C(=O)Nc1ccc(S(N)(=O)=O)cc1 (stereo not drawn),8,0,-46*,-12,6,0.0,·,8,-0.7
Cc1ccccc1[C@]1(C)ON(c2ccccc2C(F)(F)F)C1=O,1,-5,·,0,8,0.1,·,-5,-0.3
C1CN(c2nc(N3CCOCC3)nc(N3CCOCC3)n2)CCO1,2,1,-10,-1,8,0.4,6,-1,0.3
Cc1c(NC(=O)C(C)OC(=O)c2ccc(Cl)nc2)c(=O)n(-c2ccccc2)n1C (stereo not drawn),2,5,-6,2,12,2.1,-1,-4,0.3
COc1cc2c(cc1OC)C1O[C@](c3ccsc3)(C2)Oc2cc(C)n(Cc3ccccc3)c(=O)c21,4,·,-9,-1,·,·,·,-3,0.6
COc1ccc(-c2cc(=O)[nH]c(NCc3ccccc3)n2)cc1,3,1,2,-2,-16,-0.6,-12,-4,0.2
Cc1ccc(NC(=O)C2CCN(S(=O)(=O)c3cccs3)CC2)c(O)c1,12,8,-25,-5,4,-0.4,1,-8,-0.1
CSc1ccc(/C=N\NC(=O)CC(=O)NC(C)C)cc1,0,-8,14,-2,1,0.2,0,1,0.3
COC(=O)C1=C(C)Nc2c(c(=O)n(C)c(=O)n2C)C1c1cccnc1 (stereo not drawn),2,3,5,-2,-16,0.8,-10,-1,0.9
CC(=O)NNC(=O)CC(=O)Nc1nc(C23CC4CC(CC(C4)C2)C3)cs1,4,-2,-3,0,-1,0.0,-30,-1,-0.1
Cc1c(Cl)cccc1NC(=O)CCN1CCCCC1,0,23,-11,-4,-20,0.5,-5,-6,1.3
CCN1C(=O)C(=O)N(CC(=O)Nc2ccccc2Oc2ccccc2)C1=O,3,-2,2,-1,-4,0.1,-6,-1,1.2
Cc1ccccc1C(=O)Nc1ccc2c(c1)C(=O)NC2=O,0,-30,-9,-6,-10,-1.0,·,11,-1.4
CCOC(=O)CSc1nc2ccccc2c(=O)[nH]1,3,2,6,-2,-8,0.6,·,0,0.5
O=C(O)CC/C(=N/NC(=O)c1cn(-c2ccccc2)nc1-c1ccccc1)C(=O)O,3,10,-15,-3,-4,0.1,-9,-5,0.3
COc1ccc(N2CCN(c3nc4c(C)cccn4c(=O)c3/C=C(\C#N)C(N)=O)CC2)cc1,2,29,8,-1,-4,1.3,4,3,0.9
C=CCn1c(SCC(=O)Nc2ccc3c(c2)OCCO3)nc2cc(C(=O)O)ccc2c1=O,5,0,-5,-1,9,1.0,9,7,-0.3
COc1ccc(C(=O)N2CCC(C(=O)Nc3ccc4c(c3)OCO4)CC2)cc1,-1,-3,25,2,8,4.5,28,6,-0.8
COc1ccc(-c2[nH]c3c(c2-c2c(-n4cccc4)n(C)c(=O)[nH]c2=O)c(=O)[nH]c(=O)n3C)cc1F,-1,·,8,0,6,-0.6,-4,-5,0.2
C=CCn1c(CNC(=O)c2ccco2)nnc1SCC(=O)Nc1cccc(Br)c1,0,5,-13,-5,4,0.4,20,0,-0.2
O=P(CCN1CCCCC1)(c1ccccc1)c1ccccc1,1,-1,-6,-1,-7,-0.4,-4,3,0.4
CCN(CC(=O)Nc1c(F)cccc1F)C(=O)CCc1nc2ccccc2c(=O)[nH]1,3,-4,9,0,5,-0.5,-6,-4,0.0
CCC1SC2=NC(C)=C(C(=O)OCC(C)C)C(/C=C/c3ccccc3OC)N2C1=O (stereo not drawn),10,11,-13,-1,-11,1.3,6,-12,0.4
Cc1cccc(NC(=O)c2n[nH]c([N+](=O)[O-])c2Br)c1C,20,-26,-19,4,8,0.0,-21,1,-0.2
CCN(CC)S(=O)(=O)c1cc(C(=O)OCC(=O)Nc2cccc(C)c2C)ccc1F,1,0,4,-1,0,-0.5,4,15,-0.8
COc1ccc(C(=O)Nc2cc(C)c(NC(=O)c3ccccn3)cn2)cc1,3,-24,-20,-5,35*,-0.3,-9,6,0.8
Cn1c(=O)c2c(nc(NCCc3ccccc3)n2Cc2ccccc2)n(C)c1=O,-2,22,10,0,9,0.2,-8,-1,0.0
Cc1cccc(-c2nn(-c3ccccc3)cc2C(=O)NCC(c2cccs2)N2CCOCC2)c1 (stereo not drawn),5,3,-10,-11,-15,0.3,-6,-8,0.5
CC(C)COc1ccc(C(=O)Nc2ccc(NC(=O)c3ccco3)cc2)cc1,3,4,-35*,-1,-8,0.3,-15,-1,0.4
COC(=O)[C@@]1(Cc2ccc(F)cc2)[C@H]2c3cc(C(=O)N(C)C)n(Cc4ccccn4)c3C[C@H]2CN1C(=O)c1ccccc1,9,24,-13,-1,-3,1.1,·,-5,1.3
CCc1ccc(OCC2c3cc(OC)c(OC)cc3CCN2C(=O)Cc2ccc(OC)c(OC)c2)cc1 (stereo not drawn),2,·,32,0,17,·,·,5,0.2
COCC1CCCCN1C(=O)C1CCN(c2nc(-c3ccccc3)nc3c2CCC3)CC1 (stereo not drawn),3,·,-18,1,·,·,-18,12,-0.6

# Individual results from above:
# `Cc1cccc(NC(=O)c2n[nH]c([N+](=O)[O-])c2Br)c1C` – D2 agonist: 0.0
# `CC(C)COc1ccc(C(=O)Nc2ccc(NC(=O)c3ccco3)cc2)cc1` – D1 potentiator: -1

# Structures listed above marked active in D2 potentiator:
molecule	D1 ag	D2 antagonist	D1 antag	D1 potentiator	D2 potentiator	RXFP1 antagonist	TRHR enhancer
COc1ccc(C(=O)Nc2cc(C)c(NC(=O)c3ccccn3)cn2)cc1	3	-24	-20	-5	35*	-9	6

# Next records
SMILES,D1 ag,D2 antagonist,D1 antag,D1 potentiator,D2 potentiator,D2 agonist,RXFP1 antagonist,TRHR enhancer,TRHR ag
CC1CCN(C(=O)CSc2ccc(-c3ccccc3)nn2)CC1,3,-7,0,-4,-1,-0.6,-16,-5,-0.5
COc1cccc(NC(=S)NCCC(c2ccccc2)c2ccccc2)c1,20,·,-50*,-9,·,·,-9,6,-2.3
O=C(NCc1ccco1)c1ccccc1NS(=O)(=O)c1cccs1,2,19,-15,-2,·,-0.1,6,-6,0.6
COc1ccc(C(=O)COC(=O)Cn2c(C)csc2=O)c(OC)c1,11,-7,-33*,-2,15,-0.6,-6,10,-0.3
Cc1cc(Cl)ccc1OC(C)C(=O)NN1C(=O)c2ccccc2C1=O (stereo not drawn),2,-7,16,-2,14,0.1,-4,-12,-0.6
Cc1ccc2c(CC(=O)Nc3c(C(=O)Nc4cccc(Cl)c4)oc4ccccc34)coc2c1C,3,·,-1,0,-22,1.1,-12,-1,0.9
Brc1ccc(OCc2nc(-c3ccccn3)n[nH]2)cc1,0,·,11,-5,·,·,2,2,0.9
O=C(CSc1nc2ccccc2[nH]1)c1cccs1,2,-15,-13,-7,-2,-0.2,-1,0,-0.2
Cc1cc(C(=O)NNS(=O)(=O)c2ccc(F)cc2)nn1C(C)(C)C,5,7,-6,-3,1,0.5,3,1,-0.3
O=C(CSc1nc2[nH]ncc2c(=O)[nH]1)Nc1ccc(F)cc1,2,5,-22,-1,-6,0.2,-5,1,0.2
O=C(c1ccco1)N1CCC(c2nc(-c3ccccc3Cl)no2)CC1,15,·,-23,-9,·,·,0,-1,-0.7
Cc1oc(-c2ccccc2)nc1CSc1nnc(C)n2c1cc1sccc12,0,·,3,0,-2,-0.3,14,-6,-0.7
O=c1c2cc(Br)ccc2nc(-c2cccc(C(F)(F)F)c2)n1O,62*,-14,3,4,11,10,·,-4,15
CN1CC(=O)N(CC(=O)Nc2ccc(SC(F)F)cc2)C1=O,4,-11,4,-2,1,1.3,-14,5,0.7
O=C(CSc1nnc(CN2CCOCC2)n1-c1ccc(Cl)cc1)Nc1cc(Cl)ccc1O,9,-18,-13,-2,-5,-0.6,-6,3,1.8
CC(=O)CCSc1nnc(-c2cccc(S(=O)(=O)N3CCOCC3)c2)o1,2,-1,-1,-1,7,1.1,-6,-1,0.4
CC12CCC(C(=O)N(CSC(=S)N/N=C\c3ccccc3O)C1=O)C2(C)C (stereo not drawn),11,5,0,-1,-1,-1.3,-3,6,-0.5
CCC(C)c1ccc(NC(=O)NCc2cccnc2)cc1 (stereo not drawn),4,-7,-9,-7,-5,-2.6,-21,4,-0.7
Cc1cc(C(=O)CN2C(=O)NC(c3ccccc3)(c3ccccc3)C2=O)c(C)n1Cc1ccco1,23,-6,-4,-3,10,-1.7,-2,1,-0.7
COc1ccc(S(=O)(=O)N2CCN(S(=O)(=O)c3ccc(OC)cc3)CC2)cc1,-1&0,·,-5&0,2&-1,·,·,·,-3&2,-0.2&0.8
CCCN1CCC(NC(=S)Nc2ccc([N+](=O)[O-])cc2)CC1,9,-9,-27,1,-4,-0.9,2,-7,5.1
CC(Oc1ccccc1F)C(=O)Nc1ccc2ccccc2c1 (stereo not drawn),10,-2,-15,-4,-5,0.0,-8,-4,0.4
CCOc1ccc(CCNC(=O)CCc2c(C)nc3c(-c4ccccc4)c(C)nn3c2C)cc1OCC,2,·,4,1,1,-1.7,-22,12,0.1
O=C(c1ccc(OC(F)(F)F)cc1)c1ncc[nH]1,2,-18,4,-3,-16,0.5,8,5,-0.8
CC(/C=N/n1c(-c2ccco2)n[nH]c1=S)=C\c1ccco1,0,3,-5,0,-3,0.7,-4,6,1.1
Cc1noc(C(=O)NCc2ccco2)c1Cl,0,-28,6,4,-8,0.1,·,1,0.0
CC(=O)c1cc(C#N)c(SCC(=O)O)nc1C,0,21,2,-3,9,1.2,6,5,0.4
